B2AR arrestin: qHTS assay of beta-arrestin-biased ligands of beta2-adrenergic receptor; AID 492947, 2010; Potency, µM (titrated, usually from 46.1 µM), without a hit: at the highest dose activation, hits mostly activators; beta-arrestin recruitment to beta2AR, cell-based reporter; 0.02% of 330,000 active;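 also: potency is read from the fitted curve at half-maximal effect; 0% = DMSO controls and full agonism = EC100 isoproterenol or metaproterenol; nearly all actives have a fitted effect of over 65% in size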
Target sequence (P07550 whole entry, looked up): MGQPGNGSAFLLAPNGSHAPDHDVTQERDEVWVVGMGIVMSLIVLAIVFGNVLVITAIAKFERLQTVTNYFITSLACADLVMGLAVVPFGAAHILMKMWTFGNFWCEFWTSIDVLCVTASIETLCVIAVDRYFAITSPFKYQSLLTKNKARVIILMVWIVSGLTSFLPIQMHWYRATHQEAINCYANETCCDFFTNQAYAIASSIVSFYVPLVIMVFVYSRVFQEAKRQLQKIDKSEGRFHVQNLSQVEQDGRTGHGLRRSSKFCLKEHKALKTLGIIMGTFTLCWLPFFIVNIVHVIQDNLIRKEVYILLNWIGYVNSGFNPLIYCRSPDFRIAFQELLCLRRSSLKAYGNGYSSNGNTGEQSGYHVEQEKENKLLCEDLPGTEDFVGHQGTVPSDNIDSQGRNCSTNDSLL
PKM2 activator: qHTS Assay for Activators of Human Muscle isoform 2 Pyruvate Kinase | Pyruvate kinase PKM (Homo sapiens), P14618 | purified PKM2, Kinase-Glo ATP luminescence, activation; response scale: 0% is enzyme alone, no compound | Potency, µM (highest dose often 57.5 µM), for inactives: top-dose activation, usual class: activators | 0.34% of 260,000 active | AID 1631, 2009; also: potency is read from the fitted curve at half-maximal effect; % is scaled to controls: 0 for no effect and ±100 for the full control effect; nearly all actives have a fitted effect of over 55% in size
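ATP formation by purified human PK-M2, quantified via coupled luciferase luminescence after 1 h at room temperature with 0.1 mM ADP and 0.5 mM PEP final.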
Menin-MLL TR inh: qHTS Assay for Inhibitors Targeting the Menin-MLL Interaction in MLL Related Leukemias: Competition With Texas Red Labeled MLL-derived Mutant Peptide; O00255; 0.23% of 270,000 active; Potency, µM (titrated, usually from 61.6 µM), for the others: at the highest dose FP activity change, negative = inhibition, hits mostly inhibitors; Menin + Texas Red MLL mutant peptide, fluorescence polarization; active = well fitted inhibition curve with a large enough effect in the polarisation, with a control signal flat, not every such curve was filed as active; inconclusive = small, poorly fitted or top-dose-only effect, or effect the other way, or a change in a side signal; inactive = no such curve, though single readings can be large or run the other way; the % refers to the polarisation; also: potency is read from the fitted curve at half-maximal effect; % of control where 0% means no effect; many of its hits are not listed in these tables
FBPA coupling cs: qHTS Assay for Inhibitors of Fructose-1,6-bisphosphate Aldolase from Giardia Lamblia: Coupling assay counterscreen | coupling enzyme system counterscreen, AmpLite Red fluorescence | 0.67% of 290,000 active | activity change, negative = inhibition, % at 58.2 µM, hits read low; in the data active = activity change below about -30%; also: % is scaled to controls: 0 for no effect and ±100 for the full control effect
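First, compound is pin-transferred into glyceraldehyde-3-phosphate coupling-enzyme reagent at 57.5 uM final and held 10 min at RT. Next, substrate, coupling system and AmpLite Red are added. After 20 min RT, fluorescence (525/598 nm) is read.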
KCNH2 WT inh: qHTS for Inhibitors of KCHN2 3.1: Wildtype qHTS | Voltage-gated inwardly rectifying potassium channel KCNH2 (Homo sapiens), Q12809 | U2OS, BacMam KCNH2, thallium flux FluxOr; stronger effect = lower value | activity change, % at 1.84 µM | 0.37% of 340,000 active | AID 720551, 2013;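 active = maximum activity change below -70%; inconclusive = maximum activity change between -70% and -50%; inactive = maximum activity change above -50%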; also: % is scaled to controls: 0 for no effect and ±100 for the full control effect
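U2OS cells transduced with wild-type KCNH2 virus are loaded with FluxOr dye for 45 min, and thallium flux is measured in kinetic reads before and after stimulation buffer. Rate constants are normalized to DMSO controls.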
TRPV1 agonist: HTS Assay for Compounds that Act as Agonists of the Vanilloid Receptor 1; TRPV1-expressing cells, Fluo-8 calcium influx, agonist mode; activation, % at 8.33 µM; Transient receptor potential cation channel subfamily V member 1 (Homo sapiens), Q8NER1; 0.19% of 320,000 active; in the data active = activation above about 80%; inconclusive = between about 30% and that limit; also: 0% is about no effect
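Fluo-8 calcium influx in TRPV1-expressing cells, kinetic read (ex 480/em 520 nm). Compound added and read 3 min for agonist activity, followed by capsaicin at EC20 final and 2 min further read for enhancement.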
USP2a inh: qHTS Assay for Inhibitors of Ubiquitin-specific Protease USP2a Using CHOP2 as the Reporter; Ubiquitin carboxyl-terminal hydrolase 2 (Homo sapiens), O75604; Potency, µM (top dose mostly 38.3 µM), inactives show top-dose activity change, negative = inhibition, actives largely listed as inhibitors; USP2 core, Ub-CHOP2 coupled fluorogenic reporter, 485/531; AID 463254, 2010; 0.01% of 330,000 active;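 also: potency is read from the fitted curve at half-maximal effect; plate controls were DMSO wells for no effect and full inhibition by NEM control for full effect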
Target sequence (O75604 whole entry, looked up): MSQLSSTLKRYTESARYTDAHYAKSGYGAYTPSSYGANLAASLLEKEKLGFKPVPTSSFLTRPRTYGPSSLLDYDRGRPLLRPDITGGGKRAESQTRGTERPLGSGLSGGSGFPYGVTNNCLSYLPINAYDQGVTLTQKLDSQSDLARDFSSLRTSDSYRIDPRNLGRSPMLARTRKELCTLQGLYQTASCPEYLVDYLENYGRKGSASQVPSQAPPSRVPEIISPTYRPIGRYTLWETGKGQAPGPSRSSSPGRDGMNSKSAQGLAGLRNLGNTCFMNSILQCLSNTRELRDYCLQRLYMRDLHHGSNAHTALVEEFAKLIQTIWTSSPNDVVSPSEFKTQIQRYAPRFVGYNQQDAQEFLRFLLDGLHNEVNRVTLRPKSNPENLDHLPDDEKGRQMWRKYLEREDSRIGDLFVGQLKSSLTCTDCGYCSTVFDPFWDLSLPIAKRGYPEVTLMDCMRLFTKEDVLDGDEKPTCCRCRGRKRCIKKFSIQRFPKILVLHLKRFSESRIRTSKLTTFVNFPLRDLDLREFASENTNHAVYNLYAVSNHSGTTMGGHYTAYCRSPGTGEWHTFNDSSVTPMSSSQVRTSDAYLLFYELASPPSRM
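Deubiquitinase activity read as fluorescence (485/531 nm) after Ub-CHOP2 cleavage activates the enterokinase reporter on its substrate; USP2 core 10nM, Ub-CHOP2 and substrate 25nM each, 30min compound preincubation then 60min RT; data normalized to NEM, curves fitted.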
Giardia kill: Small Molecules that selectively kill Giardia lamblia: qHTS; 0.15% of 340,000 active; AID 540267, 2011; activity change, % at 7.66 µM, hits read low; Giardia lamblia trophozoite viability; in the data active = activity change below about -80%; inconclusive = between about -30% and that limit;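 also: parasites exposed to compound for two days anaerobically before the ATP read; % is scaled to controls: 0 for no effect and ±100 for the full control effect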
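Trophozoite viability was measured as ATP-dependent luminescence, read 15-30 min after reagent addition. Before that, parasites at 100 cells/well were exposed to compounds for 48 h, anaerobically, at 37 deg C.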
KCNH2 3.1 inh: qHTS for Inhibitors of KCHN2 3.1: Mutant qHTS; U2OS KCNH2 3.1, thallium flux FluxOr; stronger effect = lower value; AID 720553, 2013; 0.95% of 340,000 active; activity change, % (tested at about 1.8 µM);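 active = maximum activity change below -70%; inconclusive = maximum activity change from -70% to -50%; inactive = maximum activity change above -50%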;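 also: thallium influx rate constant from kinetic fluorescence after stimulation buffer; % is scaled to controls: 0 for no effect and ±100 for the full control effect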
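Normalized rate constant (relative to positive and negative DMSO controls) derived from a 2 min kinetic fluorescence read after stimulation; U2OS cells expressing the 3.1 isoform via virus at 1.77 x 10^8 /mL.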
GALK inhibitor: qHTS Assay for Inhibitors of Human Galactokinase (GALK). Purified GALK, Kinase-Glo residual ATP luminescence. P51570. AID 1868, 2009. Potency, µM (top dose mostly 57.5 µM), for inactives: top-dose activity change, negative = inhibition, usual class: inhibitors. 0.007% of 270,000 active; also: potency is read from the fitted curve at half-maximal effect; % is scaled to controls: 0 for no effect and ±100 for the full control effect
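The enzyme phosphorylates galactose (100 uM) using ATP (35 uM); inhibition is detected as higher residual ATP, quantified by bioluminescence after 1 h reaction at room temperature, pH 8.0.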
CXXC DNA block: qHTS Fluorescence Polarization Assay for Inhibitors of MLL CXXC domain - DNA interaction | Histone-lysine N-methyltransferase 2A (Homo sapiens), Q03164 | MLL-CXXC / FITC-HOXA9 DNA fluorescence polarization | Potency, µM (doses to about 115 µM), inactives show at the highest dose activity change, negative = inhibition, usual class: inhibitors | 0.037% of 290,000 active | AID 2662, 2010; active = well fitted inhibition curve with a large enough effect in the polarisation, with a control signal flat, not every such curve was filed as active; inconclusive = small, poorly fitted or top-dose-only effect, or effect the other way, or a change in a side signal; inactive = no such curve, though single readings can be large or run the other way; the % refers to the polarisation; also: potency is read from the fitted curve at half-maximal effect
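Purified MLL-CXXC (added from a 7 uM solution) was preincubated 5 min at ambient with pinned compounds in 50 mM Tris-HCl pH 7.5, 50 mM NaCl, 1 mM DTT, 0.05% BSA. Fluorescein-labeled HOX-A9 DNA (50 nM solution) followed, 30 min, then polarization read.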
The depositor's hits bear a star; [ ] = another dose, or the depositor's remark. Unless noted, calls follow the shape of the dose curve; as a rule, active = well fitted curve in the direction sought with a large enough effect; inconclusive = small, poorly fitted or top-dose-only effect, or another doubt; inactive = no such curve, though single readings can be large; an effect the other way counts as inactive or inconclusive. This is a subset. The share of hits here may be higher or lower than overall.

For CCc1ccccc1NC(=O)CN(C)C(=O)CSc1nn(-c2ccc(F)cc2)c(=S)s1 the results were B2AR arrestin 0.3%, PKM2 activator 6%, Menin-MLL TR inh 17%, FBPA coupling cs -4, KCNH2 WT inh -7, TRPV1 agonist 0, USP2a inh 0%, Giardia kill 3, KCNH2 3.1 inh -7, GALK inhibitor 0% and CXXC DNA block 2%.
CCOC(=O)C1CCCN(CC(=O)Nc2c(C(=O)OC)[nH]c3ccc(Br)cc23)C1 (stereo not given) was read as B2AR arrestin 0.5%, PKM2 activator 1%, Menin-MLL TR inh 18%, FBPA coupling cs -6, KCNH2 WT inh 3, TRPV1 agonist inconclusive, USP2a inh 0%, Giardia kill -24, KCNH2 3.1 inh -1, GALK inhibitor 3% and CXXC DNA block -18%.
`O=C(c1ccc(S(=O)(=O)c2ccc(F)cc2)c([N+](=O)[O-])c1)N1CCCCCC1` gave B2AR arrestin 0.0%, PKM2 activator 2%, Menin-MLL TR inh 2%, FBPA coupling cs -1, KCNH2 WT inh 1, TRPV1 agonist 5, USP2a inh -1%, Giardia kill 8, KCNH2 3.1 inh 13, GALK inhibitor -1% and CXXC DNA block 11%.
CCCN(CCC)S(=O)(=O)c1cc(Br)cc2c1N(C(=O)CC)CC2 was read as B2AR arrestin 0.2%, PKM2 activator -10%, Menin-MLL TR inh -24%, FBPA coupling cs -9, KCNH2 WT inh -4, TRPV1 agonist 1, USP2a inh 1%, Giardia kill 9, KCNH2 3.1 inh -1, GALK inhibitor 0% and CXXC DNA block 2%.
CCN(CC)S(=O)(=O)c1cc(C(=O)Nc2cc(C)on2)ccc1Cl was read as B2AR arrestin -0.9%, FBPA coupling cs 1, KCNH2 WT inh -13, TRPV1 agonist -1, USP2a inh -1%, Giardia kill -28, KCNH2 3.1 inh -6, GALK inhibitor -2% and CXXC DNA block 20%.
For CCOc1ccccc1N(CC(=O)NC1CCCC1)C(=O)CNC(=O)c1cccs1 the results were B2AR arrestin -0.3%, PKM2 activator 0%, Menin-MLL TR inh 0%, FBPA coupling cs 0, KCNH2 WT inh -7, TRPV1 agonist -1, USP2a inh 6%, Giardia kill 2, KCNH2 3.1 inh 6, GALK inhibitor -3% and CXXC DNA block -2%.
Screening CCC(CC)NC(=O)c1ccc(Cl)cc1 returned B2AR arrestin -0.5%, PKM2 activator -2%, Menin-MLL TR inh 3%, FBPA coupling cs -1, KCNH2 WT inh 17, TRPV1 agonist 2, USP2a inh -1%, Giardia kill 3, KCNH2 3.1 inh 1, GALK inhibitor -3% and CXXC DNA block 6%.
Screening COc1ccc(-n2cc(C#N)c(=O)n(Cc3ccc(F)cc3)c2=O)cc1 returned B2AR arrestin 3.2%, PKM2 activator 13%, Menin-MLL TR inh 2%, FBPA coupling cs 2, KCNH2 WT inh -9, TRPV1 agonist 1, USP2a inh 1%, Giardia kill 7, KCNH2 3.1 inh 3, GALK inhibitor 9% and CXXC DNA block 1%.
For O=C(NCc1ccccc1)c1ccc2nnsc2c1 the results were B2AR arrestin 0.3%, PKM2 activator 14%, FBPA coupling cs 1, KCNH2 WT inh -8, TRPV1 agonist inconclusive, USP2a inh 5%, Giardia kill 9, KCNH2 3.1 inh 18, GALK inhibitor -1% and CXXC DNA block 4%.
COc1ccc(CNC(=O)CN2C(=O)NC(C)(c3ccc(C(C)(C)C)cc3)C2=O)cc1 (stereo not given) was read as B2AR arrestin -0.4%, Menin-MLL TR inh 4%, FBPA coupling cs 3, KCNH2 WT inh -15, TRPV1 agonist 27, USP2a inh 6%, Giardia kill -10, KCNH2 3.1 inh 0, GALK inhibitor -1% and CXXC DNA block -1%.
`CCNC(=S)Nc1ccc(Cl)cc1` gave B2AR arrestin -3.4%, PKM2 activator 0%, Menin-MLL TR inh -5%, FBPA coupling cs 5, KCNH2 WT inh -11, TRPV1 agonist 0, USP2a inh 4%, Giardia kill 10, KCNH2 3.1 inh -5, GALK inhibitor 1% and CXXC DNA block 7%.
Cc1ccc(C(=O)N/N=C(\CC(C)C)c2ccccc2)cc1 was read as B2AR arrestin -0.3%, PKM2 activator -8%, Menin-MLL TR inh -1%, FBPA coupling cs 1, KCNH2 WT inh 2, TRPV1 agonist inconclusive, USP2a inh 1%, Giardia kill -6, KCNH2 3.1 inh -10, GALK inhibitor 1% and CXXC DNA block 16%.
For CCOC(=O)/C(=C\c1ccc(Cl)cc1)c1nc2sc(C)c(C)c2c(=O)[nH]1 the results were B2AR arrestin -0.5%, PKM2 activator 10%, Menin-MLL TR inh 16%, FBPA coupling cs 2, KCNH2 WT inh 5, TRPV1 agonist -1, USP2a inh 0%, Giardia kill -17, KCNH2 3.1 inh 2, GALK inhibitor 0% and CXXC DNA block 1%.
For COc1cccc(C2CC(c3ccc(C)cc3)Nc3nc(N)nn32)c1 (stereo not given) the results were B2AR arrestin 0.0%, PKM2 activator -1%, Menin-MLL TR inh 0%, FBPA coupling cs -1, KCNH2 WT inh -2, TRPV1 agonist -2, USP2a inh -4%, Giardia kill 0, KCNH2 3.1 inh 0, GALK inhibitor 1% and CXXC DNA block 3%.
`O=S(=O)(NCC(c1cccnc1)N1CCN(Cc2ccccc2)CC1)c1ccccc1` (stereo not given) gave B2AR arrestin -1.2%, PKM2 activator -3%, Menin-MLL TR inh -22%, FBPA coupling cs 0, KCNH2 WT inh 0, TRPV1 agonist 0, USP2a inh 3%, Giardia kill -12, KCNH2 3.1 inh -33, GALK inhibitor 0% and CXXC DNA block -3%.
For CC(C)c1ccc(OCC(=O)NNC(=S)NC(=O)c2cccs2)c(Br)c1 the results were B2AR arrestin -0.3%, PKM2 activator -5%, KCNH2 WT inh 0, TRPV1 agonist 10, USP2a inh 3%, Giardia kill -6, GALK inhibitor 6% and CXXC DNA block -8%.
Screening C(=N\c1c(-c2ccccc2)nc2n1CCS2)/c1ccccc1 returned B2AR arrestin 0.0%, PKM2 activator 12%, Menin-MLL TR inh 32%[activator], FBPA coupling cs 5, KCNH2 WT inh -9, TRPV1 agonist 2, USP2a inh 2%, Giardia kill -5, KCNH2 3.1 inh -7, GALK inhibitor -5% and CXXC DNA block -6%.
CCN(CC)S(=O)(=O)c1ccc(NS(=O)(=O)CC23CCC(CC2=O)C3(C)C)cc1 (stereo not given) was read as B2AR arrestin -0.9%, PKM2 activator 0%, Menin-MLL TR inh -2%, FBPA coupling cs -1, KCNH2 WT inh 15, TRPV1 agonist -3, USP2a inh 1%, Giardia kill 21, KCNH2 3.1 inh 3, GALK inhibitor 1% and CXXC DNA block -2%.
For O=C(O)c1ccc([N+](=O)[O-])c(CS(=O)(=O)c2ccc(Cl)cc2)c1 the results were B2AR arrestin -0.4%, PKM2 activator -6%, Menin-MLL TR inh 17%, FBPA coupling cs -2, KCNH2 WT inh 7, TRPV1 agonist 2, USP2a inh 0%, Giardia kill -11, KCNH2 3.1 inh -17, GALK inhibitor -2% and CXXC DNA block -4%.
COCCNc1ccc([N+](=O)[O-])cc1C(=O)NC1CCCc2ccccc21 (stereo not given) was read as B2AR arrestin -0.1%, Menin-MLL TR inh -20%, FBPA coupling cs 0, KCNH2 WT inh 4, TRPV1 agonist 12, USP2a inh 2%, Giardia kill 0, KCNH2 3.1 inh -8, GALK inhibitor -3% and CXXC DNA block -1%.
Cc1ccccc1NC(=O)c1cccc(N2C(=O)C3CCCCC3C2=O)c1 (stereo not given) was read as B2AR arrestin 0.0%, PKM2 activator 2%, Menin-MLL TR inh inconclusive, FBPA coupling cs -3, KCNH2 WT inh -1, TRPV1 agonist 1, USP2a inh 0%, Giardia kill 5, KCNH2 3.1 inh 14, GALK inhibitor 1% and CXXC DNA block -6%.
O=C(Nc1ccsc1C(=O)O)c1ccccc1Cl was read as B2AR arrestin -0.3%, Menin-MLL TR inh -34%, FBPA coupling cs 16, KCNH2 WT inh -9, TRPV1 agonist -4, USP2a inh -2%, Giardia kill -13, KCNH2 3.1 inh -4 and CXXC DNA block -21%.

Screening results as filed in PubChem BioAssay.
